CaV13 ICDI inh = Primary screen for inhibitors of IQ motif and Ca2+-dependent inactivation inhibitor domain binding in CACNA1D, Förster resonance energy transfer in living cells, …; HEK cells, CFP/YFP FRET ICDI-IQ, plate reader, 10 min; percent FRET-ratio fall versus neutral wells; inhibition, % at 12.3 µM; 0.098% of 340,000 active; AID 743397;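 active = mean replicate inhibition of at least 30% and at least 1% of replicates passing that level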;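 note: 0% = median of the neutral control wells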
HTR2A ag = activates the mouse 5-HT2A serotonin receptor; CHO-K1 mHTR2A beta-arrestin complementation, luminescence; percent of 30 µM serotonin response; activation, % at 7.6 µM; 0.66% of 360,000 active;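 active = activation above a run cutoff, the mean activation of all tested compounds plus 3 SD, cut at about 14% in these data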;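 note: 0% = plate median of compound wells and 100% = 30 µM serotonin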
Target sequence (P35363 whole entry, looked up): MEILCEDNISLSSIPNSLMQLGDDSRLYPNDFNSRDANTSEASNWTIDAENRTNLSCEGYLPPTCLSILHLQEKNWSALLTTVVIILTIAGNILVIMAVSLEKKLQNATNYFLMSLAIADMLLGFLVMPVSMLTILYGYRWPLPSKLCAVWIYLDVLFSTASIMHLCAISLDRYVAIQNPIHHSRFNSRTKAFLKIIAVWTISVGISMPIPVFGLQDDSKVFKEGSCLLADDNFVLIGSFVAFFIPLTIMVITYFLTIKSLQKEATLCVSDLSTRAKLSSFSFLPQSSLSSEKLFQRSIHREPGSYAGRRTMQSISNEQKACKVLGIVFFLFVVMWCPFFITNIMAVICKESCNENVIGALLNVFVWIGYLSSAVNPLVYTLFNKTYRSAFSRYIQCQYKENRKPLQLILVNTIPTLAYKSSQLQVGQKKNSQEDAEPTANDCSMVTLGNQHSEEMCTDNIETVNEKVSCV
PDI turbidity = inhibitors of human protein disulfide isomerase; P07237; 0.052% of 350,000 active; PDI insulin aggregation turbidity, A650, 90 min; inhibition, % at 10 µM;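 active = mean inhibition across replicates of 30% or more, whatever share of single replicates reach that level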;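 note: absorbance from insulin aggregation driven by PDI reduction with DTT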
Cardio protect = modulators protecting cardiomyocytes from myocardial damage; H9c2 cardiomyocytes, H2O2 injury protection, ATPLite, 2 h; protection from H2O2 cell death, % at 20 µM; 0.63% of 360,000 active; AID 588492;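 active = compounds giving at least 50% protection of heart cells from peroxide-induced death in the single-dose screen, raw or plate-pattern-corrected value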;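 note: 0% = DMSO wells with peroxide and 100% = DMSO wells without peroxide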
Granule exo inh = blocks lytic granule exocytosis; 0.66% of 360,000 active; TALL-104 LAMP-1 surface exposure, flow cytometry; cells stimulated with thapsigargin and PMA; inhibition, % at 10 µM; AID 651702;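 active = inhibition above about 55%, limit read from the data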
MC4R antag cAMP = antagonists of human melanocortin 4 receptor (MC4R) | P32245 | MC4R-expressing cells, MTII-stimulated cAMP, LANCE TR-FRET | inhibition, % at 6.5 µM | 0.48% of 360,000 active;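 active = inhibition above its plate's cutoff, the mean of tested wells on that plate plus 3 SD, cut at about 29% in these data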;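 note: 0% = Melanotan II alone and 100% = Melanotan II plus saturating MCL0020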
Target sequence (P32245 whole entry, looked up): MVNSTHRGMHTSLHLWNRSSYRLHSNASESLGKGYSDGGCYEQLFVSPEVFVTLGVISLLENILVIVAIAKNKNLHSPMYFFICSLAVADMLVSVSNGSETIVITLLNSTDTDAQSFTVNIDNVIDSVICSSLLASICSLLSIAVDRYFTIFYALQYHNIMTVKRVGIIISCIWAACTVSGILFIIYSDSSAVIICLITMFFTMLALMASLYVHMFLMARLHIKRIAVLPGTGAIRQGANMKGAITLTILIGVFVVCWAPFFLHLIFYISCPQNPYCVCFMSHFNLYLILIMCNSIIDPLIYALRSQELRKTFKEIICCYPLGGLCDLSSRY
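Assay system: human MC4R-expressing U2OS cells; reagent: Melanotan II stimulation of cells; dosing: 6.5 µM single dose; timing: compound 30 min, challenge 1 h, detection 1 h; signal: TR-FRET cAMP assay; replicates: one well per compound, no replicates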
MC4R ag barr = agonists of human melanocortin 4 receptor (MC4R) beta-arrestin; U2OS MC4R beta-arrestin complementation, luminescence; percent of melanotan II response, DMSO zero; activation, % at 8.9 µM; AID 540308; 0.98% of 360,000 active;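 active = activation above a per-plate cutoff, the mean activation of sample wells on that plate plus 3 SD, cut at about 8% in these data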
ABHD5 PLIN5 PPI = ABHD5-PLIN5 protein interaction inhibition. Split G. princeps luciferase complementation, luminescence, 4 h. inhibition, % at 4 µM. Q00G26+Q8WTS1. 0.78% of 360,000 active;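 active = inhibition above the mean inhibition across every tested compound plus 3 SD, cut at about 22% in these data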;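 note: 0% = DMSO only wells and the 100% control is not disclosed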
N-glyco inh = blocks N-linked glycosylation in D54 reporter cells | D54 ERlucT glycosylation luciferase reporter, 24 h; percent of 100 nM tunicamycin response | reporter increase, % at 12.5 µM | 0.23% of 360,000 active | AID 588692;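 active = mean luciferase reporter signal, scaled so untreated is 0 and the glycosylation-blocking control 100, at or above a set limit in every replicate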;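 note: luciferase carries N-glycosylation sites so blocking glycosylation raises the light; 0% = median of neutral control wells and 100% = median of 100 nM tunicamycin wells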
ABCB6 inh MLPCN = blocks the human ABCB6 transporter | K562-ABCB6 porphyrin accumulation, flow cytometry, 1 h; active compounds read low | fluorescence ratio to DMSO, % at 10 µM | 0.19% of 360,000 active;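 active = fluorescence ratio to DMSO below 75%, the collection mean minus 3 SD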;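 note: signal is porphyrin accumulated inside mitochondria; 100% equals median channel fluorescence of DMSO control wells; lower ratio means ABCB6 inhibition with less porphyrin fluorescence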
* marks the source's active call; other numbers are inactive results; x = no result given.

[1] O=C(COC(=O)/C=C/c1ccc([N+](=O)[O-])cc1)Nc1ccc(F)cc1
[2] COc1ccccc1Cn1c(=O)oc2ccccc21
[3] Cc1nn(-c2cccc([N+](=O)[O-])c2)c(N)c1-c1ccccc1
[4] CC(C)(C)OC(=O)N1CCOCCOCCN(C(=O)OC(C)(C)C)CCOCC1
[5] CCOc1ccc(S(=O)(=O)N2CCC(C(=O)NCc3ccncc3)CC2)cc1C
[6] COc1cccc(OCC(O)CN2CCN(CCO)CC2)c1 (configuration not stated)
[7] Cc1ccc(C(=O)NC(C)c2ccccc2)o1 (configuration not stated)
[8] CCc1ccc(-c2nc(CCl)cs2)cc1
[9] NC(=O)CC(NC(=O)c1ccccc1)c1ccc(NCCc2ccc(Cl)cc2)c([N+](=O)[O-])c1 (configuration not stated)
[10] CC(=O)c1cccc(Nc2nc(-c3sc(N)nc3C)cs2)c1

compound no. | 1 | 2 | 3 | 4 | 5 | 6 | 7 | 8 | 9 | 10
CaV13 ICDI inh | -5 | -12 | -5 | -4 | -4 | -6 | -4 | -2 | x | -7
HTR2A ag | -1 | -5 | 0 | 7 | -4 | -1 | 1 | -2 | -3 | 5
PDI turbidity | 0 | -7 | 9 | 7 | 2 | 3 | 0 | 6 | -3 | 7
Cardio protect | -1 | 8 | 6 | -2 | 4 | 7 | 0 | -14 | -25 | 70*
Granule exo inh | -4 | 2 | -6 | -3 | 0 | -6 | -1 | -3 | 5 | 16
MC4R antag cAMP | 1 | -5 | 2 | 1 | 9 | 0 | -5 | -1 | -2 | -4
MC4R ag barr | -1.0 | -0.7 | 2.0 | 1.1 | 0.7 | 0.1 | -1.6 | 0.8 | 13* | 0.5
ABHD5 PLIN5 PPI | -7 | -2 | -3 | 10 | -4 | 3 | 9 | 2 | 2 | 0
N-glyco inh | 1 | 1 | 1 | 2 | 3 | 2 | 0 | -4 | -2 | -1
ABCB6 inh MLPCN | 100 | 92 | 98 | 98 | 92 | 104 | 92 | 90 | 97 | 113

[11] CC(=O)Nc1ccc(NC(=O)CSc2ccc3nnc(CCNS(=O)(=O)c4ccc(C)cc4)n3n2)cc1
[12] COc1ccccc1NC(=O)Nc1nc(CC(=O)N2CCN(c3ccc(F)cc3)CC2)cs1
[13] Nc1ccc(C(=O)OCCCc2nc3ccccc3[nH]2)cc1
[14] CC(=O)c1ccc(NC(=O)CC(C)S(=O)(=O)c2ccc3c(c2)CCN3C(C)=O)cc1 (configuration not stated)
[15] COc1cccc(/C=N/Nc2ncc(C(F)(F)F)cc2Cl)c1O
[16] CCNC(=O)/C(C#N)=C/c1c(N2CCN(C)CC2)nc2c(C)cccn2c1=O
[17] CC(=O)Nc1ccc(NC(=O)C2CC(=O)N(c3ccc(Cl)cc3)C2)cc1 (configuration not stated)
[18] Cc1onc(-c2ccc(Cl)cc2)c1-c1ccnn1S(=O)(=O)c1cccc(C(F)(F)F)c1
[19] COC(=O)[C@]1(C)N[C@H](c2ccc(-c3cccc(Cl)c3)c(OC)c2)[C@@H]2C(=O)N(C)C(=O)[C@@H]21
[20] CCOc1nsc(OCC)n1

compound no. | 11 | 12 | 13 | 14 | 15 | 16 | 17 | 18 | 19 | 20
CaV13 ICDI inh | -7 | -4 | x | -7 | -19 | -2 | -2 | -5 | -10 | -8
HTR2A ag | 3 | -3 | -3 | 1 | -4 | 2 | 3 | -5 | 9 | 9
PDI turbidity | 1 | 6 | 1 | 2 | 4 | -4 | 4 | 3 | -4 | 2
Cardio protect | 5 | 7 | 4 | 0 | 46 | 10 | 3 | -7 | 8 | 3
Granule exo inh | 2 | -3 | -4 | -6 | 7 | 1 | -7 | -1 | -2 | -3
MC4R antag cAMP | -8 | 3 | -7 | 2 | 12 | 21 | 2 | 9 | 12 | 13
MC4R ag barr | 1.5 | 2.7 | -3.5 | -2.7 | 5.2 | -1.1 | -2.8 | -0.8 | -2.2 | -1.1
ABHD5 PLIN5 PPI | 5 | -12 | -5 | 3 | 2 | 8 | -1 | -4 | -1 | 2
N-glyco inh | 0 | -4 | -1 | 0 | -10 | 0 | x | -6 | 2 | 1
ABCB6 inh MLPCN | 105 | 99 | 103 | 99 | 99 | 98 | 106 | 98 | 97 | 98

[21] Cc1c(/C=N/O)sc2ccccc12
[22] C=CCn1c(SCC(=O)Nc2ncc(Cc3ccc(C)c(Cl)c3)s2)nnc1-c1ccncc1
[23] CCC(CC)C(=O)N(C)c1c(C)nc2c(OCc3ccccc3C)cccn12
[24] CCN(CCn1cccn1)C(=O)c1cccc(OC2CCN(S(C)(=O)=O)CC2)c1
[25] O=C(O)C1CCc2nc(NCc3ccccc3)nc(NCc3ccccc3)c2C1 (configuration not stated)
[26] CCOC(=O)CC(=O)CSc1nc2ccccc2c(=O)n1-c1ccc(C(=O)NCCOC)cc1
[27] O=C1CCC[C@@H]2[C@H]3CCC[N+]4([O-])CCC[C@@H](CN12)[C@@H]34 (some centres not stated)
[28] CC1CC(C)(C)NC(=S)N1CC(=O)NCc1ccccc1Cl (configuration not stated)
[29] Cc1ccc(NC(=O)CN(C)C(=O)CCC(=O)c2cccs2)cc1
[30] CC(C)CN1C(=O)NC(NC(=O)c2cccnc2)(C(F)(F)F)C1=O (configuration not stated)

compound no. | 21 | 22 | 23 | 24 | 25 | 26 | 27 | 28 | 29 | 30
CaV13 ICDI inh | -21 | -10 | -10 | -2 | -6 | -6 | -5 | -4 | -7 | -6
HTR2A ag | -2 | 5 | -3 | -2 | -3 | 3 | -6 | 1 | 4 | 0
PDI turbidity | 1 | -6 | -4 | -1 | 2 | -5 | 0 | -12 | -10 | -1
Cardio protect | -4 | -9 | -2 | -3 | -2 | 7 | 1 | 2 | -2 | 6
Granule exo inh | -8 | -2 | -5 | 5 | 1 | 3 | -4 | 1 | 1 | 0
MC4R antag cAMP | -10 | 4 | 4 | 15 | 5 | -7 | 15 | 8 | 3 | 13
MC4R ag barr | 0.2 | 30* | -1.2 | -1.8 | -1.6 | 2.2 | -1.1 | -3.4 | -1.3 | -0.1
ABHD5 PLIN5 PPI | -2 | -4 | 8 | -5 | 4 | 16 | 4 | -2 | 3 | 6
N-glyco inh | -1 | 0 | -1 | x | -1 | 1 | 2 | 0 | 0 | 2
ABCB6 inh MLPCN | 103 | 98 | 95 | 100 | 101 | 86 | 97 | 100 | 106 | 100

[31] COc1ccc(OC)c(C2NC(=O)NC(C)=C2C(=O)Nc2ccc(C)cc2C)c1 (configuration not stated)
[32] CCC(=O)N1CCc2cc(S(=O)(=O)NCCC(=O)N3CCN(Cc4ccccc4)CC3)ccc21
[33] COc1ccccc1-c1cc(C(=O)N2CCOCC2)no1
[34] O=C(CN1C(=O)NC2(CCCCCC2)C1=O)NCc1ccc(F)cc1
[35] CCc1nnc2n1N=C(c1ccc(OC)cc1)CS2
[36] CNC(=O)c1ccc(OCc2ccccc2)c(OC)c1
[37] CC12Cc3ccc4ccccc4c3C=C1C[N+](C)(C)C2 (configuration not stated)
[38] CCn1cc([N+](=O)[O-])c(C(=O)Nc2nc(-c3ccc(C)cc3)c(C)s2)n1
[39] COc1ccc(-c2csc(N)n2)cc1F
[40] CC(Cc1cccs1)NC(=O)Nc1ccc([N+](=O)[O-])cc1 (configuration not stated)

compound no. | 31 | 32 | 33 | 34 | 35 | 36 | 37 | 38 | 39 | 40
CaV13 ICDI inh | -3 | -5 | -7 | -6 | -4 | 1 | x | -8 | -4 | -4
HTR2A ag | -1 | -3 | 4 | 0 | -2 | 1 | -2 | -3 | -3 | -5
PDI turbidity | 10 | -7 | -9 | 4 | -4 | 5 | 3 | 16 | 1 | -7
Cardio protect | 4 | 0 | -3 | -2 | 1 | -2 | 19 | 28 | -5 | -13
Granule exo inh | -4 | -9 | 7 | 0 | -4 | -4 | 6 | 0 | 7 | 2
MC4R antag cAMP | 9 | 4 | 9 | 6 | -6 | -2 | 1 | 2 | 4 | 7
MC4R ag barr | -1.2 | -0.4 | -0.4 | -1.0 | -0.3 | -1.9 | -1.0 | -0.7 | -1.0 | -1.2
ABHD5 PLIN5 PPI | -4 | 2 | 2 | 7 | -2 | -2 | 2 | 3 | 4 | 1
N-glyco inh | -1 | -2 | -3 | 2 | 37* | 1 | 7 | 11 | 2 | -4
ABCB6 inh MLPCN | 91 | 98 | 103 | 101 | 101 | 104 | 98 | 108 | 100 | 98

[41] C/C(=N\NC(=S)NC1CCCCC1)c1ccc(O)cc1
[42] Fc1ccc(CNc2cnccn2)cc1
[43] CCOC(=O)N1CCC(NC(=O)CS(=O)Cc2nc(-c3ccc(Cl)cc3)oc2C)CC1 (configuration not stated)
[44] Cn1nccc1-c1ccc(C(=O)NCc2ccc(Cl)cc2)c2occc12
[45] O=c1c(-c2ccccc2)nc2ccccc2n1C(CCc1ccccc1)c1nc2ccccc2[nH]1 (configuration not stated)
[46] Cc1cc(C)c2nc3sc(=Cc4ccc(-c5ccccc5C(=O)O)o4)c(=O)n3c2c1
[47] O=C(N/N=C\c1cccnc1)C1c2ccccc2Oc2ccccc21
[48] O=C(CNC(=O)[C@@H]1Cc2ccccc2CN1)NC1CCCC1
[49] CC(C)(C)C1CCC(=NNc2ccc(S(N)(=O)=O)cc2[N+](=O)[O-])CC1 (configuration not stated)

compound no. | 41 | 42 | 43 | 44 | 45 | 46 | 47 | 48 | 49
CaV13 ICDI inh | 0 | -5 | -5 | x | -8 | -5 | -1 | -2 | -3
HTR2A ag | 0 | -3 | 3 | -1 | -5 | -4 | -2 | 1 | 0
PDI turbidity | -1 | 1 | 3 | -7 | x | 9 | 2 | 3 | 2
Cardio protect | -5 | 3 | -2 | -6 | x | 5 | -2 | -3 | -4
Granule exo inh | 9 | -2 | 8 | 3 | 3 | 35 | 0 | -1 | 12
MC4R antag cAMP | -7 | -1 | 15 | 6 | x | 8 | 5 | 13 | 3
MC4R ag barr | -0.9 | -0.8 | -2.1 | -0.5 | x | -1.1 | -0.1 | -0.5 | 3.2
ABHD5 PLIN5 PPI | -3 | -1 | 0 | 1 | -5 | -5 | 6 | 1 | -6
N-glyco inh | -4 | -4 | 1 | 1 | x | 1 | -1 | 1 | -8
ABCB6 inh MLPCN | 90 | 103 | 92 | 98 | x | 213 | 99 | 103 | 95

5 of the compounds above, bar-delimited.
cpd | SMILES | CaV13 ICDI inh | HTR2A ag | PDI turbidity | Cardio protect | Granule exo inh | MC4R antag cAMP | MC4R ag barr | ABHD5 PLIN5 PPI | N-glyco inh | ABCB6 inh MLPCN
44 | Cn1nccc1-c1ccc(C(=O)NCc2ccc(Cl)cc2)c2occc12 | x | -1 | -7 | -6 | 3 | 6 | -0.5 | 1 | 1 | 98
45 | O=c1c(-c2ccccc2)nc2ccccc2n1C(CCc1ccccc1)c1nc2ccccc2[nH]1 (configuration not stated) | -8 | -5 | x | x | 3 | x | x | -5 | x | x
46 | Cc1cc(C)c2nc3sc(=Cc4ccc(-c5ccccc5C(=O)O)o4)c(=O)n3c2c1 | -5 | -4 | 9 | 5 | 35 | 8 | -1.1 | -5 | 1 | 213
47 | O=C(N/N=C\c1cccnc1)C1c2ccccc2Oc2ccccc21 | -1 | -2 | 2 | -2 | 0 | 5 | -0.1 | 6 | -1 | 99
48 | O=C(CNC(=O)[C@@H]1Cc2ccccc2CN1)NC1CCCC1 | -2 | 1 | 3 | -3 | -1 | 13 | -0.5 | 1 | 1 | 103
